Bioassay records: PubChem, National Center for Advancing Translational Sciences (NCATS)
12-LOX inh – inhibitors of human 12S-lipoxygenase ALOX12 | Potency, µM (highest dose often 108 µM), for the others: at the top dose activity change, negative = inhibition, most hits filed as inhibitors | AID 1671190 | purified 12hLO, xylenol orange hydroperoxide absorbance | hit rate 1.1% among 580,000; also: potency is read from the fitted curve at half-maximal effect; % is scaled to controls: 0 for no effect and ±100 for the full control effect
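Hydroperoxide product was detected by ferrous iron/xylenol orange as the 573 to 405 nm absorbance ratio. Arachidonic acid at 40 uM (final) was turned over for 30 min at room temperature by 150 nM human 12hLO, pH 7.0 Hepes buffer, after 15 min compound preincubation.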
PI4K2A inh – PI4K2A (human) kinase inhibition. Q9BTU6. purified PI4K2A, ADP-Glo luminescence, 1 h; hits give low values. activity change, negative = inhibition, % at 76.9 µM. hit rate 0.13% among 420,000; in the data active = activity change below about -50%; inconclusive = mostly about -30% to -49%;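 also: -100% = wells without enzyme as full effect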
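Compounds are screened against recombinant PI4K2A using PI as substrate and ATP, the latter dispensed at 300 microM. Reactions run one hour at ambient temperature before ADP-Glo detection; full inhibition defined by wells lacking enzyme.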
GLS inhibitor – inhibitors of human glutaminase (GLS); O94925; GLS enzymatic activity, qHTS titration; Potency, µM (highest dose often 45.5 µM), for inactives: at the top dose activity change, negative = inhibition, most hits filed as inhibitors; hit rate 0.21% among 410,000; AID 624170; also: potency is read from the fitted curve at half-maximal effect; % is scaled to controls: 0 for no effect and ±100 for the full control effect
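hKGA in 45 mM KH2PO4 pH 8.2, 0.02% Tween-20 with pin-transferred compounds; 1 mM L-glutamine (stock) plus glutamate oxidase/HRP/Amplex Red coupling added. Fluorescence read initially and after 30 min at RT.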
HP1b chromo inh – inhibitors of HP1-beta chromodomain binding to methylated histone tails; P83916; hit rate 0.56% among 390,000; Potency, µM (doses to about 114 µM), without a hit: top-dose activity change, negative = inhibition, actives largely listed as inhibitors; AlphaScreen HP1-beta / biotin-H3K9me3 peptide binding; also: potency is read from the fitted curve at half-maximal effect; nearly all actives have a fitted effect of over 70% in size; inactives centre near 23
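Compound inhibition of the preformed complex between 50 nM HP1-beta and 50 nM biotinylated H3K9me3 peptide was read by AlphaScreen. Buffer was PBS pH 7.4 with 0.01% Tween-20. Incubations ran 30 min at room temperature, with 10 ug/mL donor/acceptor beads.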
ERG Ets-DNA blk – ERG Ets/DNA interaction inhibition. P11308. hit rate 0.028% among 370,000. fluorescence polarization, His-ERG Ets domain / labelled DNA. Potency, µM (highest dose often 76.9 µM), for inactives: top-dose FP activity, negative = inhibition, actives largely listed as inhibitors; active = well fitted inhibition curve with a large enough effect in the polarisation, with a control signal flat; inconclusive = small, poorly fitted or top-dose-only effect, or effect the other way, or a change in a side signal; inactive = no such curve, though single readings can be large or run the other way; the % refers to the polarisation;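 also: polarization taken with two DNA probes labelled with fluorescein and Texas red; potency is read from the fitted curve at half-maximal effect; % of control where 0% means no effect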
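His-tagged ERG Ets domain (1 uM in the protein solution; 300mM KCl, 50mM Tris-HCl, 1mM EDTA, 1mM DTT, pH 7.5) received compound, then a probe mix of 5 nM fluorescein-DNA and 100nM Texas-615-DNA. Fluorescence polarization was read for both dyes.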
JMJD2A Tudor – inhibitors of human JMJD2A Tudor domain; hit rate 4.4% among 390,000; AID 504339; AlphaScreen JMJD2A-Tudor / H3K4me3 peptide binding; Potency, µM (titrated, usually from 114 µM), for the others: top-dose activity change, negative = inhibition, usual class: inhibitors; O75164; also: potency is read from the fitted curve at half-maximal effect; % is scaled to controls: 0 for no effect and ±100 for the full control effect; nearly all actives have a fitted effect of over 50% in size
Target sequence (O75164 whole entry, looked up, the tested form may be a part): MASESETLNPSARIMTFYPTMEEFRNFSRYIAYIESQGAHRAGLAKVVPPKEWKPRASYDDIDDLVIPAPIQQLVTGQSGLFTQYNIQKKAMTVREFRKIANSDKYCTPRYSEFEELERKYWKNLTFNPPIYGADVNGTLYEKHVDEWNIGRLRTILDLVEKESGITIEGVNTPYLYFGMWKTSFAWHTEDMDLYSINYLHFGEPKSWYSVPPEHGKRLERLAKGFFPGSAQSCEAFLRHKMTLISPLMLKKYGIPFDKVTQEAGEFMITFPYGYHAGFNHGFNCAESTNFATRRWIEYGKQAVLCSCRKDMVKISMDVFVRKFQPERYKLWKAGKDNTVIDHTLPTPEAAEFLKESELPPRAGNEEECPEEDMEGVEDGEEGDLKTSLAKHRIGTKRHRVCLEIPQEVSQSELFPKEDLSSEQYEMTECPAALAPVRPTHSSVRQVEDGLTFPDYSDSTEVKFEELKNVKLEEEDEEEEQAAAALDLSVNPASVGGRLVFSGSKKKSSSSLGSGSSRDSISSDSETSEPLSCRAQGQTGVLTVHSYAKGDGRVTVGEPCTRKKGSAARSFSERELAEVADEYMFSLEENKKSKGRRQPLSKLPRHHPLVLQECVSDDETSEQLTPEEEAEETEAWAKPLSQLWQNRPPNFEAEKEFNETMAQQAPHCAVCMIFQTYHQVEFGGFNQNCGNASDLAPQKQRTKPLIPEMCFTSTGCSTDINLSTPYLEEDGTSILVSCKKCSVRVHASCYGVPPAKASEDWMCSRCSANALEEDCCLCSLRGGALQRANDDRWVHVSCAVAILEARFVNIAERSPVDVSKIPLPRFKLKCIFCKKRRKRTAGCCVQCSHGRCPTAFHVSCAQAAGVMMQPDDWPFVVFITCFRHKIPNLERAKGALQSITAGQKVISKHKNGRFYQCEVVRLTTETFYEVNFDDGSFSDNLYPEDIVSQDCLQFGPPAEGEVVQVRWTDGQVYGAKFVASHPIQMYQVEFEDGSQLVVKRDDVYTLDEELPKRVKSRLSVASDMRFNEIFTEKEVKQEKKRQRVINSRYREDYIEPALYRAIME
G9a block – blocks human histone lysine methyltransferase G9a. hit rate 8.8% among 350,000. Potency, µM (titrated, usually from 102 µM), for the others: at the highest dose activity, negative = inhibition, hits mostly inhibitors. G9a H3K9 monomethylation, AlphaScreen, 2 h; also: potency is read from the fitted curve at half-maximal effect; % is scaled to controls: 0 for no effect and ±100 for the full control effect; nearly all actives have a fitted effect of over 75% in size
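Methyltransferase reactions run at room temperature for 2 h (20 nM enzyme, 500 nM biotin-H3K9 peptide, 20 uM SAM) after a 15 min compound preincubation; product detected by AlphaScreen beads and anti-H3K9me1 antibody.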
BAZ2B inh – inhibitors of human BAZ2B bromodomain | Q9UIF8 | AlphaScreen BAZ2B-H3K14Ac peptide displacement | Potency, µM (titrated, usually from 114 µM), for inactives: at the highest dose activity change, negative = inhibition, usual class: inhibitors | hit rate 4.4% among 360,000 | AID 504333; also: potency is read from the fitted curve at half-maximal effect; % is scaled to controls: 0 for no effect and ±100 for the full control effect; nearly all actives have a fitted effect of over 60% in size
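BAZ2B 50 nM plus b-H3(5-23)K14Ac 50 nM, PBS pH 7.4/0.01% Tween-20, 30 min RT; compound added (max 110 uM), 30 min RT; streptavidin donor/Ni-chelate acceptor beads 10 ug/mL final, 20 min dark; AlphaScreen read.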
RGS4 inhibitor – inhibitors of human regulator of G protein signaling 4; hit rate 0.039% among 390,000; Potency, µM (series often up to 114 µM), inactives show at the highest dose activity change, negative = inhibition, actives largely listed as inhibitors; Transcreener GDP fluorescence polarization, RGS4-accelerated GTP hydrolysis; AID 504845; P49798; also: potency is read from the fitted curve at half-maximal effect; % is scaled to controls: 0 for no effect and ±100 for the full control effect; nearly all actives have a fitted effect of over 75% in size; some results filed as inactive show a strong effect at the top dose
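MLSMR compounds (23 nl, pin-transferred) preincubated 10 min at room temperature with a 500nM (2x) first reagent, then RGS4 at 900nM (2x) plus Transcreener GDP mix added; fluorescence polarization (620/688 nm) read before and after 90 min at 30 °C.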
An asterisk follows results filed as active; ? = inconclusive; · = no result given; & = joins results of further samples; [ ] = dose if it differs, or a comment. Unless noted, calls follow the shape of the dose curve; as a rule, active = well fitted curve in the direction sought with a large enough effect; inconclusive = small, poorly fitted or top-dose-only effect, or another doubt; inactive = no such curve, though single readings can be large; an effect the other way counts as inactive or inconclusive. This is a subset; the hit share may differ from the screen's.

GLS inhibitor	12-LOX inh	PI4K2A inh	G9a block	JMJD2A Tudor	Structure	HP1b chromo inh	ERG Ets-DNA blk	RGS4 inhibitor	BAZ2B inh
2%	-7%	1	-22%[59 µM]	11%	Cc1c(C(=O)OCC2CCCCC2)[nH]c2c1C(=O)CC(c1ccc(F)cc1)C2 (configuration not stated)	16%	-5%	18%	-7%
1%	-8%	-4	10%[59 µM]	-20%	O=C(NCc1ccco1)C1CC(c2cccc([N+](=O)[O-])c2)=NO1 (configuration not stated)	15%	-2%	-8%	-10%
2%	4%	-2	29%	-9%	Cc1noc(C)c1-c1nnc(-c2ccc(C(F)(F)F)cc2)o1	38%	-11%	1%	2%
57%[activator]	18µM*	?	?	63µM*	NNc1nc2c(Cl)cccc2s1	?	11%	-23%	45µM*
0%	-20%	-5	-36%[12.7 µM]	-8%	FC(F)(F)c1cnc(Sc2nnc(-c3cccs3)n2CC2CCCO2)c(Cl)c1 (configuration not stated)	15%	-1%	7%	-27%
27%	?	8	7%	-17%	CCc1c(C)c2cc(Cl)c(O)c(CN3CCCC3)c2oc1=O	54%[activator]	9%	-5%[56.9 µM]	6%
-12%	-17%	0	5%	-14%	O=c1[nH]c(C2CCN(S(=O)(=O)c3ccc(S(=O)(=O)NC4CC4)cc3)CC2)nc2c1nnn2Cc1ccc(F)cc1	12%	0%	-14%	-27%
6%	-4%	3	4%[59 µM]	-15%	CCOc1ccc(CNC(=O)c2cc3c(s2)-c2ccccc2OC3)cc1	41%[activator]	-2%	21%	3%
6%	10%	-22	·	-7%	O=S(=O)(c1ccc(Cl)c(S(=O)(=O)N2CCCC2)c1)N1CCCC1	-1%	-3%	6%	-5%
4%	-27%&6%	3	·	54%[activator]	Cc1ccc(S(=O)(=O)N2CCCc3ccccc32)cc1C	87%[activator]	-12%	-8%	77%[activator]
20%	-16%	31	8%[59 µM]	-32%	CCCCC(=O)OC1=C(C(=O)c2ccccc2)N(C)S(=O)(=O)c2ccccc21	67%[activator]	1%	-9%	14%
-1%	7%	8	-30%	-5%	COc1ccc(-n2nnc3c(=O)n(Cc4cccc(C)c4)cnc32)cc1	14%	-2%	-23%	7%
1%	2%	-5	8%[59 µM]	-11%	CCC(C#CCN1CCCCC1)(CC)OCCC#N	23%	0%	-14%	-32%
18%	?	-2	6%[59 µM]	-31%	CC(C)=C1C2CCC1C(C(=O)Nc1sc(C)c(-c3ccc(C(C)C)cc3)c1C(N)=O)C2C(=O)O (configuration not stated)	-9%	5%	18%	2%
4%	-6%	0	-6%[59 µM]	89µM*	NC(=O)CCCCC(=O)OCCCc1cccs1	4%	-12%	-15%	?
0%	-9%	0	1%[59 µM]	-16%	COc1ccc(Cc2nc3ccc(C(=O)NCc4ccccc4Cl)cc3o2)cc1	13%[57 µM]	6%	7%	-11%
0%	?	-5	10%[2.33 µM]	?	C#CCOCCOCCOCCNc1nc(N2CCOCC2)nc(N2CCN(C(=O)CCCCCCCCCCNC(=O)[C@@H]([C@H](C)CC)n3cc(CCCCCN)nn3)CC2)n1	7%	0%	1%	?
2%	23%	-8	14%[59 µM]	-10%	O=C(NCc1cccnc1)c1ccccc1[N+](=O)[O-]	33%	11%	2%	-18%
-4%	-8%	4	7%[59 µM]	-1%	COC(=O)c1ccccc1NC(=O)c1cncc(Br)c1	31%[activator]	-9%	-10%	11%
-1%	-13%	5	?	-15%	COC(=O)c1c(C)[nH]c(C(=O)C(C)OC(=O)c2c(C)noc2C)c1C (configuration not stated)	15%	3%	1%	29%
7%	-23%	-2	-7%[59 µM]	-31%	Cc1cccc(NC(=O)c2cn(-c3ccccc3)nc2-c2ccccc2)c1C	27%	-2%	11%	-16%
-2%	-2%	-1	-21%	-3%	CC(C)C(=O)Nc1ccc(NC(=O)c2ccc3c(c2)OCO3)cc1	44%[activator]	-1%	4%	9%
-1%	?	7	?	2%	CCOc1ccc(C(C)=O)cc1COC(=O)CNC(=O)c1cccs1	26%	-7%	-50%	3%
14%	-3%	-5	·	-6%	CC(Oc1ccc(C#N)cc1)C(=O)N1CC=C(c2ccccc2)CC1 (configuration not stated)	6%	-3%	31%	·
-1%	-27%	-5	22%	-9%	Cc1cccn2c(=O)c3cc(C(=O)NC4CCS(=O)(=O)C4)n(Cc4ccccc4)c3nc12 (configuration not stated)	25%	12%	-8%	0%
16%	·	9	11µM*	-31%	CC(C)OC(=O)C(C#N)c1nc2ccccc2nc1N1CCCC1 (configuration not stated)	0%	-6%	34%	-35%
10%	-12%	6	?	?	COc1ccc(-n2c(C)cc(C(=O)COC(=O)Cc3n[nH]c(=O)c4ccccc34)c2C)cc1	?	14%	2%	?
8%	-3%	-3	78%[activator]	-9%	CCOC(=O)CC1CCCCN1C(=O)CCCn1nnnc1CN1CCC(C)CC1 (configuration not stated)	14%	-14%	0%	-1%
0%	-4%	-5	?	?	O=[N+]([O-])c1c(C(Cl)Cl)nn(-c2ccccc2)c1N1CCOCC1	0%	-1%	-21%	-32%
-2%&-3%	-3%&-19%&-21%	-3&-2	-26%	-15%&-14%	CCN1CCN(CCCNC(=O)CS(=O)(=O)Cc2nc(-c3cccc(OC)c3)oc2C)CC1	50%&24%[activator]	4%&-7%	4%[11.4 µM]	-19%&-22%
1%	0%	2	-10%	-12%	CC1CCCC(NC(=O)C2CCN(S(=O)(=O)c3cccc4nonc34)CC2)C1C (configuration not stated)	10%	-4%	18%	2%
-4%	2%	-8	10%[12.7 µM]	-11%	CSCCC(NS(=O)(=O)c1ccccc1F)C(=O)NCc1cccs1 (configuration not stated)	8%	1%	-3%	14%
3%	?	4	·	28%	COc1ccc(-c2c(-c3ccc(C#N)cc3)oc(=O)c3cc(OC)c(OC)cc23)cc1	74%[activator]	6%	2%	·
7%	-6%	-4	28µM*	8%	COc1cccc(OCc2nnc(SCC(=O)N3c4ccccc4Sc4ccc(Cl)cc43)o2)c1	-17%	1%	-28%	-6%
2%	?	-2	?	-20%	CCOC(=O)c1cc2occc2n1CC(=O)N1CCN(C(=O)c2ccco2)CC1	21%	·	12%	-2%
10%	?	1	-1%[12.7 µM]	-18%	Cc1cc(C(=O)N(Cc2nnc(-c3ccc(Cl)cc3)o2)C(C)C)c2ccccc2n1	42%[activator]	-12%	33%	9%
-6%	?	1	24%	-6%	Cc1ccc(C(=O)NN2C(=O)C3C4C=CC([C@@H]3C2=O)C42CC2)cc1 (some centres not stated)	41%[activator]	-2%	4%	-2%
-1%	-7%	3	40%	-8%	CCOCc1cc(=O)[nH]c(SC)n1	24%	6%	2%	3%
-3%	6%	-2	·	-8%	CC(=O)Nc1ccc2c(c1)Cc1c(F)cccc1-2	41%[activator]	-5%	-15%	·
16%	2%	-1	19%	-10%	Cc1c(C(c2ccccc2O)c2c(C)n(C)n(-c3ccccc3)c2=O)c(=O)n(-c2ccccc2)n1C	67%[activator]	4%	-1%	1%
-1%	9%	-2	-11%[59 µM]	-7%	CCN(CC(=O)NCc1cccs1)C(=O)COc1cccc(C(F)(F)F)c1	17%	-8%	5%	-4%
-4%	0%	6	-43%[59 µM]	0%[11.4 µM]	c1ccc2c(CNn3cnnc3)cccc2c1	-13%	-5%	1%[11.4 µM]	-13%
0%	8%	0	23%[59 µM]	-15%[57.1 µM]	COCC(=O)NCc1nc2ccccc2[nH]1	48%[activator]	-1%	-4%[56.9 µM]	-2%
-1%	0%	-1	?	-3%	CCCCNC(=O)c1ccc2c(c1)N(C)C(=O)c1ccccc1S2	67%[activator]	2%	-28%	9%
24%	-7%	-1	-26%[59 µM]	?	COC(=O)Cc1c(C)c2ccc3c(c2oc1=O)CN(Cc1ccccc1Cl)CO3	34%	5%	4%	-34%
2%	?	-2	·	-14%	CC[C@]12c3[nH]c4ccc(Cl)cc4c3CCN1C(=O)[C@@H](CC(=O)NC(C)(C)C)C[C@@H]2C(=O)N1CCN(C(=O)c2ccco2)CC1	18%	-5%	4%	·
9%	6%	-2	33%	17%	c1ccc(Oc2ccc(-c3ccnc4nc(N5CCOCC5)nn34)cc2)cc1	68%[activator]	-9%	16%	13%
-8%	122%[activator]	-5	37%[12.7 µM]	-31%	COc1cccc(NC(=O)CN(C)C(=O)c2cccc(S(=O)(=O)N3CCN(c4ccccc4)CC3)c2)c1	0%	13%	19%	15%
28%	-15%	-4	3.2µM*	12%[11.4 µM]	CN(C)c1cccc(NC(=O)CCc2ccccc2)c1	?	0%	-5%[11.4 µM]	?
12%	4%	9	1%	29%	Brc1cccc2sc(N3CCCC3)nc12	32%	-2%	16%	·
-14%	24%	4	19%[59 µM]	-6%	Cc1cc(C)c(C(=O)COC(=O)c2nn(C)c(=O)c3ccccc23)cc1C	57%[activator]	-6%	1%	10%
9%	-25%	2	83%[activator]	24%	CCOC(=O)CSc1nc2cc(C)cc(C)c2cc1C#N	106%[activator]	5%	25%	66%[activator]
